# Source: PubChem BioAssay (National Center for Advancing Translational Sciences (NCATS))
# Rab9 prom act = Rab9 promoter activation. Huh7 Rab9 promoter-luciferase reporter, luminescence, 24 h. Potency, µM (top dose mostly 9.22 µM), for the others: at the top dose activation, negative = inhibition, usual class: activators. 320,000 tested, 2.8% active. AID 485297; also: potency is read from the fitted curve at half-maximal effect; % of control where 0% means no effect; nearly all actives have a fitted effect of over 60% in size
#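 Cells were plated at 1500 per well in reduced-serum medium with 10% FBS and left 2 h. Compound in DMSO was then added for 24 h at 37 °C. Reporter signal was read by luminescence after 10 min with luciferase detection reagent.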
# Menin MLL FP TR = inhibitors of human menin-MLL interaction, mutant MLL peptide | O00255 | Menin + Texas Red MLL mutant peptide, fluorescence polarization | Potency, µM (titrated, usually from 61.6 µM), for inactives: at the top dose FP activity change, negative = inhibition, actives largely listed as inhibitors | 270,000 tested, 0.23% active; active = well fitted inhibition curve with a large enough effect in the polarisation, with a control signal flat, not every such curve was filed as active; inconclusive = small, poorly fitted or top-dose-only effect, or effect the other way, or a change in a side signal; inactive = no such curve, though single readings can be large or run the other way; the % refers to the polarisation; also: potency is read from the fitted curve at half-maximal effect; % of control where 0% means no effect; many of its hits are not listed in these tables
# Giardia killer = kills Giardia lamblia; activity change, % at 7.66 µM, hits read low; 340,000 tested, 0.15% active; Giardia lamblia trophozoite viability; in the data active = activity change below about -80%; inconclusive = between about -30% and that limit;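 also: parasites exposed to compound for two days anaerobically before the ATP read; % is scaled to controls: 0 for no effect and ±100 for the full control effect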
#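 ATP-content bioluminescence gauges trophozoite survival. Cells (100/well) receive compound and incubate anaerobically for 48 hrs at 37 deg C; detection reagent follows for 15-30 min at room temperature.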
# ELG1 genotoxic = induces genotoxicity in HEK293T cells with luciferase-tagged ELG1. HEK293T ELG1-luciferase reporter, luminescence, 16 h. Potency, µM (doses to about 46 µM), for inactives: top-dose activity change, positive = activation, actives largely listed as activators. 330,000 tested, 1.3% active. AID 504466; also: potency is read from the fitted curve at half-maximal effect; % of control where 0% means no effect; nearly all actives have a fitted effect of over 60% in size
#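 Reporter readout depends on ELG1 protein level, which increases with genetic stress. After 16 hr compound exposure at 37 °C, luciferase activity was quantified using ONE-Glo.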
# BRCA1 expr act = activators of BRCA1 expression; Potency, µM (highest dose often 46.1 µM), for the others: top-dose activation, actives largely listed as activators; 380,000 tested, 1.1% active; MCF7-BRCA1-FFLuc reporter, luminescence, 48 h; response scale: scaled: vehicle 0%, 10 µM genistein 100%; also: potency is read from the fitted curve at half-maximal effect; nearly all actives have a fitted effect of over 80% in size; some results filed as inactive show a strong effect at the top dose
#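 Cells: MCF7-BRCA1-FFLuc, 2000/well. Exposure: 48 h, 37 °C, 5% CO2. Read: luminescence, 15 min post-substrate. Controls: genistein 10 microM (maximal activation), DMSO (neutral).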
# NPC1 promoter act = NPC1 promoter activation; AID 485313; Potency, µM (series often up to 9.22 µM), without a hit: top-dose activation, hits mostly activators; Huh7 NPC1 promoter luciferase reporter, 24 h; 320,000 tested, 2.4% active;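 also: potency is read from the fitted curve at half-maximal effect; % of control where 0% means no effect; nearly all actives have a fitted effect of over 60% in size; reporter is driven by a mutant NPC1 promoter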
#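 Stably transfected Huh7 (NPC1 promoter→luciferase), 1500 cells/well in Opti-MEM + 10% FBS, 2 h settle, then compound 24 h at 37 °C. Luminescence after 10 min with Amplite reagent.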
# PKM2 activator = PKM2 (human) enzyme activation | P14618 | AID 1631 | 260,000 tested, 0.34% active | Potency, µM (series often up to 57.5 µM), for the others: top-dose activation, hits mostly activators | purified PKM2, Kinase-Glo ATP luminescence, activation; response scale: 0% is enzyme alone, no compound; also: potency is read from the fitted curve at half-maximal effect; % is scaled to controls: 0 for no effect and ±100 for the full control effect; nearly all actives have a fitted effect of over 55% in size
#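 Purified hPK-M2 (>95% pure) converted ADP (0.1 mM final) to ATP with 0.5 mM PEP in 50 mM imidazole pH7.2, KCl, MgCl2, Tween 20, BSA; 1 h at room temperature. ATP detected by Kinase-Glo luminescence.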
# FLuc counter = firefly luciferase modulation, counter-screen for miR-21 project. 360,000 tested, 6.9% active. Potency, µM (titrated, usually from 57.5 µM), for the others: at the highest dose activity change, negative = inhibition, most hits filed as inhibitors. P08659. purified FLuc, Km substrates, luminescence inhibition;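 also: potency is read from the fitted curve at half-maximal effect; plate controls were vehicle for no effect and reference inhibitor for full effect; nearly all actives have a fitted effect of over 55% in size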
# Target sequence (P08659 whole entry, looked up): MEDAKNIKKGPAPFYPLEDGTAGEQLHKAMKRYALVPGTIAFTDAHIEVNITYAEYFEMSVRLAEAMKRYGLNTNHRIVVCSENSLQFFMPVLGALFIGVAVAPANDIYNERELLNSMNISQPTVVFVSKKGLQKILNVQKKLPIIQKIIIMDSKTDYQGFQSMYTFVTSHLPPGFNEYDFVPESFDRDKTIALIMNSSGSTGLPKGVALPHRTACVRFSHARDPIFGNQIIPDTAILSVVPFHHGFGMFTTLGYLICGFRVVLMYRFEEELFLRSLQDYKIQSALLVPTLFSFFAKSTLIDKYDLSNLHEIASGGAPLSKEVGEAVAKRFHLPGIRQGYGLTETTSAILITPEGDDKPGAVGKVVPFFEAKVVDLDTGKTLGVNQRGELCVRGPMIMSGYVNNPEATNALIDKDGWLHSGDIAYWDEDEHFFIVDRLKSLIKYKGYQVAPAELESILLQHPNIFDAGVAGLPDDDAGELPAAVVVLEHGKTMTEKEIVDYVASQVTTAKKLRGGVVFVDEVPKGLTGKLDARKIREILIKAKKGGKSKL
#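 Purified P. pyralis luciferase (10nM final) with 10uM D-luciferin and 10uM ATP (Km levels) in 50mM Tris acetate pH 7.5, 10mM Mg acetate, 0.01% Tween-20, 0.05% BSA; qHTS 6-point titration, ~60 µM downward; luminescence read.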
# Gal4-VP16 FLuc = inhibits Gal4-VP16 luciferase reporter, ROR gamma counter-screen | 310,000 tested, 3.5% active | AID 2546 | Drosophila S2 Gal4-VP16 UAS-luciferase, luminescence, 20 h | Potency, µM (top dose mostly 53.6 µM), for inactives: at the top dose activity, negative = inhibition, usual class: inhibitors;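 also: Gal4-VP16 expression switched on by copper sulfate through the metallothionein promoter; potency is read from the fitted curve at half-maximal effect; % is scaled to controls: 0 for no effect and ±100 for the full control effect; nearly all actives have a fitted effect of over 50% in size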
# RORgamma inh = ROR gamma (mouse) transcription inhibition. P51450. Drosophila S2 Gal4-RORgamma UAS-luciferase reporter, 20 h. Potency, µM (series often up to 53.6 µM), without a hit: at the top dose activity change, negative = inhibition, actives largely listed as inhibitors. 310,000 tested, 5.4% active; also: potency is read from the fitted curve at half-maximal effect; % is scaled to controls: 0 for no effect and ±100 for the full control effect; nearly all actives have a fitted effect of over 60% in size
# Target sequence (P51450 whole entry, looked up, the tested form may be a part): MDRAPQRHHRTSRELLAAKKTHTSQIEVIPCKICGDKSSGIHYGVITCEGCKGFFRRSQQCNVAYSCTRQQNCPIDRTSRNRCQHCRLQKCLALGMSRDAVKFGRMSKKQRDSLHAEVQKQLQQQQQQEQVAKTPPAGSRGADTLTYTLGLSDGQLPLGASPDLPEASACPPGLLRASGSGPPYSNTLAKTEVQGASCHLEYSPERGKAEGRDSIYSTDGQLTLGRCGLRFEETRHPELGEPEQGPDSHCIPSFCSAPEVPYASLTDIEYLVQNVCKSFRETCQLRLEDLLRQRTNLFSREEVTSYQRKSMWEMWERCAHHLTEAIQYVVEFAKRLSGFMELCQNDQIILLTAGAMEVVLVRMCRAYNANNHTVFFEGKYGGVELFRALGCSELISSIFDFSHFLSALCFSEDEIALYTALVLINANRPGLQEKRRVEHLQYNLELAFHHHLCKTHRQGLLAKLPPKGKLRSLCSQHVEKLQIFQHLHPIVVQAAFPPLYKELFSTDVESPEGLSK
#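 Luminescence from a UAS-regulated Photinus luciferase reporter in stably transfected Drosophila Schneider cells is measured; decreased signal marks ROR gamma inhibition. Fusion expression is induced by 700 uM copper sulfate for 20 hr.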
# p53 reactivator = mutant p53 re-activation in reporter cells. H1299 p53-A138V BP100-luciferase reporter, luminescence, 24 h. Potency, µM (titrated, usually from 92.2 µM), for the others: at the highest dose activity change, positive = activation, usual class: activators. 320,000 tested, 0.063% active. AID 504706; also: potency is read from the fitted curve at half-maximal effect; % of control where 0% means no effect; nearly all actives have a fitted effect of over 45% in size
#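 H1299 (p53-null), stable ts p53-A138V + BP100-Luc; 1000 cells/well, Opti-MEM/10% FBS; cpd 4 pt, 1:5; 24 h, 37 deg C, 5% CO2; detection reagent 10 min RT; luminescence.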
# * marks the source's active call; other numbers are inactive results; ? = inconclusive; / = no result given; & = joins results of further samples; [ ] = dose if it differs, or a comment. Unless noted, calls follow the shape of the dose curve; as a rule, active = well fitted curve in the direction sought with a large enough effect; inconclusive = small, poorly fitted or top-dose-only effect, or another doubt; inactive = no such curve, though single readings can be large; an effect the other way counts as inactive or inconclusive. The list is partial (hit frequency here may not be typical).
# Values run as follows: Rab9 prom act	Menin MLL FP TR	Giardia killer	ELG1 genotoxic	BRCA1 expr act	NPC1 promoter act	PKM2 activator	FLuc counter	Gal4-VP16 FLuc	RORgamma inh	p53 reactivator
1	CCc1cccc(NC(=O)CN(c2ccc(C)cc2)S(=O)(=O)c2c(C)noc2C)c1
    2%	31%[activator]	16	-7%	-16%	1%	-1%	-1%	-1%	39%	14%
2	CCC(=O)NC(=S)Nc1ccc(NC(=O)c2cccc([N+](=O)[O-])c2C)cc1
    -15%	13%	14	-9%	-30%	-3%	0%	1%	-5%	12%[10 µM]	4%
3	CCCCn1c(SCC(=O)Nc2nccs2)nc2ccccc2c1=O
    -7%	/	1	?	-16%	1%	-2%	5%	-1%	-33%	3%
4	COC(=O)c1sccc1Oc1ccc(F)cc1[N+](=O)[O-]
    -3%	0%	7	0%	7%	-4%	-1%	-1%	19%	35%	8%
5	O=C(CC1NCCc2ccccc21)Nc1ccccc1 (centres undefined)
    1%	-4%	16	?	-48%	9%	1%	?	-12%	21%	?
6	COc1ccc2nc(-n3c(O)c(C4=c5ccccc5=NC4=O)[nH]c3=S)sc2c1
    -5%	?	-6	-1%	-32%	-3%	5%	11µM*	?	13µM*	?
7	COc1ccc(NC(=O)C2(c3ccc(NC(=O)c4ccc(OC)cc4)cc3)CCCC2)cc1
    -3%	5%	4	-1%	-4%	-3%	1%	0%	-3%	-43%	-7%
8	CCCCN(C(=O)NCCCCCCNC(=O)N(CCCC)C1CCS(=O)(=O)C1)C1CCS(=O)(=O)C1 (centres undefined)
    13%	/	19	2%	4%	11%	/	-1%	10%	-8%	7%
9	Cc1ccnc(NS(=O)(=O)c2cccs2)c1
    -3%	-14%	-8	3%	22%	-1%	1%	0%	-5%	-2%	-4%
10	CCOC(=O)Cn1c(=O)oc2cc(S(=O)(=O)NCCCc3ccccc3)ccc21
    -4%	-3%	-11	2%	1%	-2%	13%	-1%	13µM*	?	-16%
11	CCC1CCCCN1C(=O)c1ccc(OC2CCN(C(=O)CCOC)CC2)cc1 (centres undefined)
    8%	/	-7	2%	0%	2%	/	4%	-4%	20%	6%
12	CN(C)/C=C/C(=O)c1ccc(-c2ccc(Cl)cc2Cl)o1
    4.5µM*	?	-24	?	11µM*	?	-1%	9.5µM*	-4%	-15%	11%
13	C/C(=N\Nc1nc(Nc2ccccc2)nc(N2CCOCC2)n1)c1cccs1
    -9%	14%	8	-5%	-5%	-1%	3%	19µM*	-25%	14µM*	-3%
14	O=S(=O)(O)c1ccc(N=NNc2ccc(Br)cc2)cc1
    -2%	45%[activator]	19	1%	-47%	8%	/	9.5µM*	14%	3%	3%
15	COc1ccc2[nH]c(CN3CCN(CC=C(C)C)C(CCO)C3)c(C)c2c1 (centres undefined)
    -6%	-3%	-11	-4%	-4%	5%	0%	-6%	-8%	-11%	5%
16	O=C1CC(N2CCN(c3ccc(O)cc3)CC2)C(=O)N1c1ccc2c(c1)OCO2 (centres undefined)
    1%	2%	3	-2%	2%	-6%	23%	7%	5%[10 µM]	0%	-9%
17	CC(=O)/C(=N/Nc1ccccc1Cl)Sc1nnc(C(O)c2ccccc2)n1-c1ccccc1 (centres undefined)
    -2%	-12%	22	0%	-33%	-2%	-5%	1%	-1%	-15%	-1%
18	COc1ccc(C(CC(=O)O)NC(=O)c2cccs2)cc1 (centres undefined)
    1%	-6%	-16	2%	0%	-1%	1%	-1%	/	1%[0.365 µM]	-6%
19	Cc1cccc(N(C(=O)Cc2cccs2)C(C(=O)NC2CCCC2)c2ccsc2)c1 (centres undefined)
    -4%	5%	1	6%	1%	-4%	0%	1%	8%	-7%	1%
20	COc1ccc(N2C(=NC(=O)C(C)Oc3ccccc3)SC3CS(=O)(=O)CC32)cc1 (centres undefined)
    -2%	/	-6	4%	-3%	-1%	/	1%	15%	14%	8%
21	COc1ccc(/C=C2/C(=O)N(c3cccc(F)c3)N=C2C)c(OC)c1
    0%	?	-2	-6%	-31%	2%	0%	?	-6%	-9%	-1%
22	O[C@@H](c1cc(C(F)(F)F)nc2c(C(F)(F)F)cccc12)[C@H]1CCCCN1
    -5%	-6%	0&11	-31%[inhibitor]	-76%&-71%	-5%	/	3%	-16%	0%[10 µM]	-18%
23	CCOC(=O)c1cc(C(=O)c2cc(F)ccc2O)coc1=N
    -2%	-20%	-7	4%	-22%	11%	1%	2%	4%	11%	-1%
24	CCOC(=O)c1cnn(-c2ccccc2)c1NC(=O)CN1CCCCC1
    -3%	/	-7	3%	0%	2%	7%	-1%	-2%	1%	2%
25	COc1ccccc1OCc1ccc(C(=O)Nc2cc(OC)c(OC)c(OC)c2)o1
    -5%	-27%	-2	-4%	-27%	2%	-1%[11.5 µM]	-1%	-10%	11%	-20%
26	Cc1cccc(NC(=O)c2nc[nH]c2C(=O)N[C@@H](CC(C)C)C(=O)OC(C)(C)C)c1
    -6%	/	0	-8%	-40%	-1%	-4%	-2%	10µM*	5.6µM*	-8%
27	Cc1cccc(N2CCN(CCCNC(=O)c3ccc(NC(=O)C4=CSCCO4)cc3)CC2C)c1 (centres undefined)
    0%	/	-9	-10%	-12%	-1%	/	-3%	-5%	18%	?
28	COc1ccc(OCCn2c(=O)sc3ccccc32)cc1
    ?	-6%	-15	?	10µM*	?	-2%	19µM*	2%	-18%	1%
29	O=C(/C=C/c1c(F)cccc1Cl)Nc1ccncc1
    ?	10%	-24	16%	-3%	29%	0%	7.6µM*	-11%	25%	22%
30	Cc1nn(Cc2ccc(Cl)c(Cl)c2)c(C)c1NC(=O)c1cc(C2CC2)on1
    -4%	-22%	0	2%	-63%	1%	3%	11%	?	33%	0%
31	Cc1ccccc1C(=O)Nc1nncs1
    22%	0%	1	10%	11%	0%	-4%	2%	9%	31%	5%
32	CC(CCn1cccn1)NC(=O)c1cc(COc2ccc(F)cc2Cl)on1 (centres undefined)
    2%	11%	-7	1%	0%	-2%	0%	17µM*	5%	20%	0%
33	N/C(=N\OC(=O)Oc1ccccc1)c1ccc(Cl)cc1
    5%	-3%	0	3%	15%	4%	-7%	?	1%	32%	7%
34	O=C(O)CC1(CC(=O)Nc2ccc(F)c(Cl)c2)CCCCC1
    -3%	/	24	-2%	0%	-4%	0%	-10%	-10%	43%	-1%
35	COC(=O)C(Cc1ccccc1)NS(=O)(=O)c1ccc(F)cc1Br (centres undefined)
    -8%	-7%&8%	18&-2&12	4%	7%	-1%	0%	1%	1%&-4%&-1%	12%&25%&8%	1%
36	COc1cccc(CNC(=O)N2CCN(c3ccccc3)CC2)c1
    0%	-7%	4	5%	17%	2%	2%	4%	0%	-22%	-4%
37	O=C(C1CCN(C2CCN(CC3CC=CCC3)CC2)CC1)N1CCOCC1 (centres undefined)
    -12%	7%	26	0%	3%	-4%	-7%	1%	7%	-23%	-5%
38	O=C(C1=C[C@H](c2ccc3c(c2)OCO3)C[C@H](OCCCCO)O1)N1CCN(Cc2ccccc2)CC1
    -1%	?	9	0%	-8%	1%	5%	-1%	?	?	-1%
39	O=C1c2ccccc2S(=O)(=O)N1CCS(=O)(=O)c1ccc(F)cc1
    -2%	-13%	6	-4%	-6%	0%	/	-4%	14%	-6%	5%
40	C/C(=N\N=C(/N)SC1CC(=O)N(c2ccc(Cl)c(Cl)c2)C1=O)c1cccs1 (centres undefined)
    0%	?	9	-3%	-27%	-7%	-3%	-19%	?	?	-4%
41	C(=N\N1CCN(C(c2ccccc2)c2ccccc2)CC1)/c1ccc2c(c1)OCO2
    -7%	8%	9	-8%	-34%	-7%	1%	3%	-4%	-5%	0%
42	CCC(=O)Nc1cc(C(C)C)c(O)cc1C
    /	-11%	13	/	3%	/	?	8%	-5%	-26%	/
43	COCCCN(C(=S)Nc1ccc(C)cc1Cl)C(C)c1ccncc1 (centres undefined)
    -3%	-6%	5	2%	3%	0%	-2%	-2%	?	?	21%
44	CSC1=NCCN1C(=O)c1ccc(Br)o1
    24%	2%	17	26%	3%	16%	-16%	?	3%	32%	?
45	O=C(Cn1[nH]c(=O)c2ccccc2c1=O)OCC(=O)N1CCCc2ccccc21
    -1%	-9%	7	1%	0%	-1%	0%	-1%	1%	-15%	1%
46	Cc1c(C)n(C(=O)CSc2nccn2C)c2ccccc12
    0%	11%	1	2%	-14%	-4%	-1%	8%	1%	-27%	1%
